High-throughput results from PubChem BioAssay.
FXIIa inh: blocks human coagulation factor XIIa activity | P00748 | purified human FXIIa, AMC substrate fluorescence, 2 h | 33,000 compounds, 0.2% hits | AID 701 | inhibition, % at 10 µM; in the data active means inhibition above about 30%;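 further: 0% = enzyme with vehicle only and 100% = no enzyme blank; many of its hits are not listed in these tables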
FXIa single inh: blocks human coagulation factor XIa activity | 33,000 compounds, 0.3% hits | inhibition, % at 10 µM | purified human FXIa, fluorogenic AMC substrate cleavage | P03951;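 active means inhibition above 40% in the primary screen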;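 further: 0% = enzyme without compound and 100% = blank wells lacking enzyme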
* = called active by the depositor; & = joins results of further samples. The list is partial; the hit share may differ from the screen's.

SMILES | FXIIa inh | FXIa single inh
CN1CCCN=C1COC(=O)C(O)(c1ccccc1)C1CCCCC1 (stereo not drawn) | 12 | -2
CC1Cc2ccccc2N1NC(=O)c1ccc(Cl)c(S(N)(=O)=O)c1 (stereo not drawn) | 6 | 5
CCC(NC(C)C)C(O)c1ccc(O)c2[nH]c(=O)ccc12 (stereo not drawn) | 5 | 11
COc1ccc(C2CNC(=O)C2)cc1OC1CCCC1 (stereo not drawn) | 1 | 5
O=c1oc2c(O)c(O)cc3c(=O)oc4c(O)c(O)cc1c4c23 | -11 | -8
CCn1cc(C(=O)O)c(=O)c2cnc(N3CCNCC3)nc21 | 7 | 5
CCCCCC(=O)O[C@]1(C(C)=O)CC[C@H]2[C@@H]3CCC4=CC(=O)CC[C@]4(C)[C@H]3CC[C@@]21C | 4 | 4
O=C(O)c1cccnc1Nc1cccc(C(F)(F)F)c1 | 5 | 5
CN(C)CCCC1(c2ccc(F)cc2)OCc2cc(C#N)ccc21 (stereo not drawn) | 2 | 1
C1COC(NC(C2CC2)C2CC2)=N1 | -9 | -13
Cc1ccc(N(CC2=NCCN2)c2cccc(O)c2)cc1 | -1&6 | 4&6
CNCCCN1c2ccccc2CCc2ccccc21 | 5 | 4

Structural class: those above with nitrogen in an aromatic ring.
SMILES | FXIIa inh | FXIa single inh
CCC(NC(C)C)C(O)c1ccc(O)c2[nH]c(=O)ccc12 (stereo not drawn) | 5 | 11
CCn1cc(C(=O)O)c(=O)c2cnc(N3CCNCC3)nc21 | 7 | 5
O=C(O)c1cccnc1Nc1cccc(C(F)(F)F)c1 | 5 | 5

An excerpt from above in order of the FXIIa inh value, descending.
SMILES | FXIIa inh | FXIa single inh
CCn1cc(C(=O)O)c(=O)c2cnc(N3CCNCC3)nc21 | 7 | 5
CNCCCN1c2ccccc2CCc2ccccc21 | 5 | 4
O=c1oc2c(O)c(O)cc3c(=O)oc4c(O)c(O)cc1c4c23 | -11 | -8
